Compound activity from PubChem BioAssay.
MPTP inh: blocks calcium-induced mitochondrial swelling. isolated mouse mitochondria, Ca2+ swelling absorbance, 30 min. inhibition, % at 10 µM. 1.4% of 360,000 active. AID 602449;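 active = inhibition of 50% or more, scaled per plate between neutral and stimulator controls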;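 also: 0% = DMSO wells given calcium and 100% = 1 mM EGTA wells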
mIAP inh: blocks mouse intestinal alkaline phosphatase | purified mouse IAP, CDP-Star luminescence, 30 min | inhibition, % at 10 µM | 0.2% of 330,000 active | AID 2806;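 active = inhibition of at least 40% at 10 µM in the primary screen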;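 also: plate controls were DMSO with enzyme for no effect and no enzyme wells for full effect; values of inactives mirror those of a sister screen read the other way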
GRIN3A LBD mod: NR3A (human) ligand-binding domain modulation | NR3A LBD differential scanning fluorimetry, Tm shift; 0% = protein alone, 100% = glycine-bound protein | Tm shift relative to glycine control, % at 25 µM | 2.5% of 340,000 active;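 active = melting temperature shift of at least 10% of the positive control shift, at one fixed dose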
beta cell repl: MIN6 beta-cell proliferation induction; MIN6 cells proliferation, ATPlite luminescence, 48 h; cells starved in 0.2% serum; 100% = growth in 10% serum; proliferation, % at 10 µM; 0.29% of 330,000 active; AID 2380;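 active = compounds whose signal lies at least 3.5 SD above the mean of all wells on their plate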;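 also: 0% = DMSO-treated cells in low-serum medium and 100% = 10% serum control; some compounds called inactive have numbers as strong as hits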
APOBEC3G inh: APOBEC3G (human) deaminase inhibition; Q9HC16; recombinant A3G, ssDNA deamination FAM/TAMRA fluorescence; inhibition, % at 20 µM; 0.28% of 330,000 active;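 active = inhibition of at least 40% at 20 µM, with no more than 30% in the related APOBEC3A deaminase screen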;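 also: plate controls were DMSO wells with A3G for no effect and wells lacking A3G enzyme for full effect; some compounds called inactive have numbers as strong as hits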
hIAP act: human IAP activation. AID 2524. 0.16% of 330,000 active. P09923. purified human IAP, CDP-Star luminescence, 30 min; hits give high values; 1 = vehicle-only enzyme, 0 = enzyme-free background. activation factor at 10 µM;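 active = activation factor of the enzyme at least 2-fold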; also: the source names both 10 and 20 µM as test concentration; values of inactives mirror those of a sister screen read the other way
Target sequence (P09923 whole entry, looked up): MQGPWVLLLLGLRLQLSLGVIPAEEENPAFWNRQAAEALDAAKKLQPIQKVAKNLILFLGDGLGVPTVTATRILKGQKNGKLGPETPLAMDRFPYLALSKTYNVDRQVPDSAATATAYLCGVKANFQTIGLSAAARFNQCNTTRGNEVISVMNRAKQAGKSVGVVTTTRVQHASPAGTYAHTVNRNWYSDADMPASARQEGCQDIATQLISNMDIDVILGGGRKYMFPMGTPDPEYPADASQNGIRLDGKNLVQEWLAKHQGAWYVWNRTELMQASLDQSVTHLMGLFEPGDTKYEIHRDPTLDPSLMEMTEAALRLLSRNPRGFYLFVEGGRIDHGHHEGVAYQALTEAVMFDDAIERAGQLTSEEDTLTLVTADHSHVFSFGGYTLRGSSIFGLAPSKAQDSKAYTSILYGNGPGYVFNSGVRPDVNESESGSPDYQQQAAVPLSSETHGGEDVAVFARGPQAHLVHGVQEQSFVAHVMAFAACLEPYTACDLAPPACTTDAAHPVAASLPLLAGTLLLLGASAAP
hIAP inh: human IAP inhibition | P09923 | AID 2544 | purified IAP, CDP-Star luminescence, 30 min | inhibition, % at 10 µM | 0.12% of 330,000 active;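 active = inhibition reaching a set limit with compound at 10 µM in the primary screen, cut at about 35% in these data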;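 also: plate controls were DMSO wells with enzyme for no effect and no-enzyme buffer wells for full effect; values of inactives mirror those of a sister screen read the other way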
APOBEC3A inh: inhibitors of human APOBEC3A DNA deaminase; recombinant A3A, FAM/TAMRA ssDNA deamination fluorescence; AID 493011; 0.41% of 330,000 active; inhibition, % at 20 µM;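 active = at least 40% inhibition at 20 µM here, with at most 30% in a related deaminase screen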;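 also: plate controls were A3A with DMSO for no effect and wells lacking A3A enzyme for full effect; some results filed as inactive read as strong as hits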
Target sequence (P31941 whole entry, looked up): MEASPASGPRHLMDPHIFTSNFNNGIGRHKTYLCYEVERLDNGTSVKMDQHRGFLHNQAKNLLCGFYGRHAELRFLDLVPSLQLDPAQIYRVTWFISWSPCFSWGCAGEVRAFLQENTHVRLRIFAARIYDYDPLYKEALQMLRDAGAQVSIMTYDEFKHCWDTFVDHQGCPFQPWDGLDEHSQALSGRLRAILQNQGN
mIAP activ: mouse IAP activation; AID 2805; activation factor at 10 µM; 0.24% of 330,000 active; muIAP, CDP-Star luminescence, 30 min; hits give high values; 1 = vehicle-only enzyme signal, 0 = enzyme-free wells;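 active = activation factor of at least 2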; also: the source names both 10 and 20 µM as test concentration; values of inactives mirror those of a sister screen read the other way
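System: Mouse IAP enzyme | Also added: CDP-Star substrate | Dosing: Compounds dispensed in DMSO | Schedule: 30 min enzyme-substrate-compound incubation at room temperature | Technique: Chemiluminescence readout | Control set: DMSO-only wells and no-enzyme negative control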
* marks the source's active call; other numbers are inactive results; . = not tested or not shown. Hits appear at their usual frequency; 5% or so of the library scored in one or more.

cpd	SMILES	MPTP inh	mIAP inh	GRIN3A LBD mod	beta cell repl	APOBEC3G inh	hIAP act	hIAP inh	APOBEC3A inh	mIAP activ
1	Cc1cccn2c(/C=N/OCc3cccc(F)c3)c(-c3ccc(Cl)cc3)nc12	2.8	9	-5	-3	-3	1.1	-7	1	0.91
2	COc1ccc(/C=N/NC(=O)CC(=O)NCc2cccnc2)c(OC)c1	-6.0	1	-1	2	-3	0.86	14	-2	0.99
3	COc1cc(OC)cc(C(=O)NCC2CCCN(C(=O)c3oc(C)cc3C)C2)c1 (stereo not given)	2.7	-2	0	2	-7	1.4	-40	-4	1
4	Cc1noc(C)c1CSCC(=O)Nc1nc2c(F)cc(F)cc2s1	8.4	25	0	-4	8	1.1	-6	24	0.75
5	CC(c1ccc(F)cc1)n1cc(S(=O)(=O)N2CCCC2)ccc1=O (stereo not given)	-1.6	1	1	3	-7	0.93	7	-3	0.99
6	Cc1ccc(S(=O)(=O)Nc2nonc2C)cc1	0.5	2	3	1	2	0.94	6	0	0.98
7	CC1CCCC(C)N1C(=S)SCC(=O)O (stereo not given)	0.3	3	2	-3	-2	0.98	2	0	0.97
8	Cc1nn(-c2ccccc2)c(Cl)c1C(=O)N1CCN(C)CC1	-0.5	-13	0	-1	0	1.2	-17	-3	1.1
9	CCNc1nnc(SCC(=O)N2c3ccccc3NC(=O)CC2C)s1 (stereo not given)	-0.8	0	1	0	-1	1.1	-7	4	1
10	CCn1c(C)cc(/C=C2/NC(=O)N(Cc3ccccc3F)C2=O)c1C	2.4	0	-20	-2	-2	0.93	7	-1	0.99
11	COC(=O)c1c(SCC(=O)NC2CCCCC2)[nH]c2ccccc2c1=O	0.3	4	-6	-4	-2	0.97	3	1	0.96
12	Cc1cccc(C)c1NC(=S)N/N=C/c1ccc(C(=O)O)cc1	1.9	-6	-1	-3	-1	1.1	-8	-5	1.1
13	Nc1nnc(CC(=O)N/N=C/c2ccc([N+](=O)[O-])cc2)s1	0.2	17	0	-1	-5	0.92	8	0	0.83
14	CSc1ccc(S(=O)(=O)N2CCC(C(=O)NCCN3CCOCC3)CC2)cc1	-0.9	-5	-2	-1	-5	0.97	3	2	1.1
15	Cc1ccc2cc3cc(C(=O)NCCCN4CCCC4)oc3nc2c1	-0.3	1	0	-4	-2	1	-2	2	0.99
16	CCOC(=O)N1CCN(Cc2nc3ccc([N+](=O)[O-])cc3c(=O)n2-c2cccc(OC)c2)CC1	1.4	6	-1	1	-3	0.8	20	-2	0.94
17	CO/N=C(/CS(=O)(=O)c1ccc(C)cc1)c1ccc(OC)cc1	0.6	-1	-1	-2	-8	1.2	-23	-6	1
18	Cc1ccccc1OCC(=O)Nc1sc(C(=O)Nc2cccc(C)c2C)c(C)c1C#N	0.5	12	6	-2	-5	0.94	6	2	0.88
19	NCCCC[C@@H](C(=O)NCCCCCCCCCCC(=O)N1CCNCC1)n1cc(CCO)nn1	-1.4	19	-1	-6	-10	0.86	14	-5	0.81
20	Cc1cc(C(=O)OCC(=O)N2CC(=O)Nc3ccccc32)c(C)n1-c1ccc(F)cc1	0.7	-12	-5	0	-5	1.1	-5	-3	1.1
21	CN1CCN(S(=O)(=O)c2ccc3c(c2)NC(=O)C2CCCN32)CC1 (stereo not given)	0.1	-10	4	2	-1	1.1	-15	2	1.1
22	CC(CO)NCC12CC3CC(CC(C3)C1)C2 (stereo not given)	0.9	-2	-1	-1	-8	1	-3	-3	1
23	COC(=O)C(O)(CC(=O)Nc1cccc(SC)c1)C(F)(F)F (stereo not given)	-0.2	-4	.	2	-2	0.9	10	-2	1
24	CCS(=O)(=O)N1CCCC(C(=O)N2CCc3ccccc3C2)C1 (stereo not given)	-6.4	5	-2	-2	-7	1	0	-2	0.95

Record cards, from the list above. Screens in order: MPTP inh	mIAP inh	GRIN3A LBD mod	beta cell repl	APOBEC3G inh	hIAP act	hIAP inh	APOBEC3A inh	mIAP activ
Listed for `CC(CO)NCC12CC3CC(CC(C3)C1)C2` (stereo not given) = 0.9	-2	-1	-1	-8	1	-3	-3	1
Listed for `CN1CCN(S(=O)(=O)c2ccc3c(c2)NC(=O)C2CCCN32)CC1` (stereo not given) = 0.1	-10	4	2	-1	1.1	-15	2	1.1
Listed for `CO/N=C(/CS(=O)(=O)c1ccc(C)cc1)c1ccc(OC)cc1` = 0.6	-1	-1	-2	-8	1.2	-23	-6	1
Listed for `NCCCC[C@@H](C(=O)NCCCCCCCCCCC(=O)N1CCNCC1)n1cc(CCO)nn1` = -1.4	19	-1	-6	-10	0.86	14	-5	0.81

Additional results:
cpd	SMILES	MPTP inh	mIAP inh	GRIN3A LBD mod	beta cell repl	APOBEC3G inh	hIAP act	hIAP inh	APOBEC3A inh	mIAP activ
25	CC1CCC2(CC1)NC(=O)N(CC(=O)Nc1cccc(S(=O)(=O)N3CCCC3)c1)C2=O (stereo not given)	-1.2	-5	0	-3	0	0.87	13	0	1.1
26	Cc1sc2nc(CSc3n[nH]c(N)n3)[nH]c(=O)c2c1C	-0.4	24	-3	0	-5	1.1	-13	1	0.77
27	COc1cccc(CN(C(=O)c2ccccc2)C2CCS(=O)(=O)C2)c1 (stereo not given)	0.0	-9	-5	-3	7	1.2	-16	5	1.1
28	O=C1CC(c2ccco2)CC2=C1C1c3ccccc3C(=O)N1c1ccccc1N2 (stereo not given)	-1.4	-14	-7	-5	-1	0.98	2	-2	1.1
29	Cc1cc(C)n(C(=O)/C=C/c2cccs2)n1	1.0	-9	1	-1	-8	1.8	-77	-2	1.1
30	CCCCN(CC)Cc1ccc(CNC(=O)Nc2ccc(Cl)cc2)o1	12	-98	-1	-3	-6	1.2	-20	1	2
31	O=C(CCCCCN1C(=O)c2ccccc2C1=O)Nc1ccccc1	0.5	9	-10	-3	-12	1.1	-8	-4	0.91
32	N#CCOC(=O)C1c2ccccc2Oc2ccccc21	-0.3	-1	-1	0	-9	1.2	-16	-2	1
33	Cn1cc(CN2CCC(O)CC2)c(-c2ccc(Oc3ccccc3)cc2)n1	0.3	-2	-1	-3	-7	1.1	-8	-2	1
34	COc1ccc(NC(=O)CCNS(=O)(=O)c2cc(Br)cnc2N)c(OC)c1	0.1	9	-1	-2	-6	1.2	-18	-3	0.91
35	O=C(COc1ccc(Br)cc1Cl)Nn1cnnc1	-0.1	5	1	3	-6	1.1	-7	-3	0.95
36	CC(=C/c1ccccc1)/C=N/NC(=O)c1ccccn1	1.5	5	0	-4	-7	0.98	2	-1	0.95
37	C/C(=N\NC(=O)Cc1ccc(Cl)cc1)c1ccc(F)cc1	2.0	-1	-2	2	-4	1.2	-16	-5	1
38	CCN(CC)C(=O)Cn1cc(S(=O)(=O)CC(=O)N2CCOCC2)c2ccccc21	-1.1	2	5	-1	-9	1.3	-31	23	0.98
39	O=C(NCCCN1CCOCC1)[C@@H]1CSC2c3ccccc3C(=O)N21 (stereo not given in full)	1.1	5	-2	-3	-1	0.94	6	-5	0.95
40	CCN(CC)S(=O)(=O)c1cc(NC(=O)CSc2nnc(N)s2)ccc1C	-1.0	4	-2	-1	-5	1.1	-9	-3	0.96
41	CC1CN(C(=S)Nc2ccc(Br)cc2)CC(C)O1 (stereo not given)	0.3	-4	-1	-3	-3	0.93	7	-2	1
42	O=C(NCC(c1cccnc1)N1CCOCC1)c1ccc2c(c1)OCO2 (stereo not given)	-2.7	-1	-2	-2	3	1.1	-10	4	1
43	O=C1CC(c2ccccc2)Cc2nc(NCc3ccco3)ncc21 (stereo not given)	-0.8	-6	1	-3	-6	0.93	7	-3	1.1
44	CCCCCCCCCCCCC(=O)CCCCC(=O)O	-3.6	-3	2	-5	0	1	-3	2	1
45	CN(C(=O)Cn1cnc2ccccc2c1=O)C1CCS(=O)(=O)C1 (stereo not given)	-0.1	-4	1	-6	-1	1.3	-31	-4	1
46	C=CCn1c(SCC(=O)Nc2nc3ccccc3s2)nc(O)c(CC)c1=O	5.6	4	-1	1	-4	0.76	24	-3	0.96
47	O=C(NNC(=O)c1cc(C(F)(F)F)cc(C(F)(F)F)c1)c1ccc(Cl)cc1	8.8	2	2	-2	-4	1.3	-33	0	0.98
48	O=C1N(Cc2cccc(Cl)c2)C[C@@H]2C[C@@H](c3ccccn3)N3CCC[C@@]123	1.5	-6	0	-2	-5	0.99	1	1	1.1
49	CCN1CCN(C(c2cccs2)C(C)NC(=O)c2ccccc2)CC1 (stereo not given)	-0.6	0	-1	3	3	0.93	7	-1	1
50	Cc1ccc(OCc2ccc(C(=O)Nc3nccs3)o2)cc1C	0.5	12	-4	-2	0	1	-1	1	0.88
51	O=c1oc(/C=C/c2ccco2)nc2sc3c(c12)CCC3	1.3	63*	-2	-2	14	1.1	-10	39	0.37
52	CC(C)CNS(=O)(=O)c1ccc(CCC(=O)NC2CCCC2)cc1	-0.6	-2	-2	5	-14	1.2	-19	-5	1
53	COC(=O)C1=C(C)N(Cc2ccccc2)C(=NCc2cccc(C(F)(F)F)c2)N[C@H]1c1cccc(C(F)(F)F)c1	88*	-3	-15	-6	-6	0.83	17	-2	1
54	CC(/C=C/c1ccccc1F)=N\NC(=O)c1cccc(F)c1	-1.9	-5	22*	-2	-4	1.3	-27	5	1.1
55	COCCCNC(=S)N/N=C/c1ccc(OC)c(Br)c1	2.2	-4	5	1	-4	1.1	-8	-4	1
56	COc1ccc(Cc2nc(N)nc(N)n2)cc1	-1.8	0	2	-4	-4	1	-4	-3	1

Sorted by value in GRIN3A LBD mod (lowest first): three from the list above.
| nr | SMILES | MPTP inh | mIAP inh | GRIN3A LBD mod | APOBEC3G inh | hIAP act | hIAP inh | APOBEC3A inh | mIAP activ |
| --- | --- | --- | --- | --- | --- | --- | --- | --- | --- |
| 53 | COC(=O)C1=C(C)N(Cc2ccccc2)C(=NCc2cccc(C(F)(F)F)c2)N[C@H]1c1cccc(C(F)(F)F)c1 | 88* | -3 | -15 | -6 | 0.83 | 17 | -2 | 1 |
| 50 | Cc1ccc(OCc2ccc(C(=O)Nc3nccs3)o2)cc1C | 0.5 | 12 | -4 | 0 | 1 | -1 | 1 | 0.88 |
| 55 | COCCCNC(=S)N/N=C/c1ccc(OC)c(Br)c1 | 2.2 | -4 | 5 | -4 | 1.1 | -8 | -4 | 1 |

Continued:
cpd	SMILES	MPTP inh	mIAP inh	GRIN3A LBD mod	beta cell repl	APOBEC3G inh	hIAP act	hIAP inh	APOBEC3A inh	mIAP activ
57	CC(C)CC1NC(=S)N(C2CCCCC2)C1=O (stereo not given)	3.0	2	1	2	6	1.1	-11	0	0.98
58	Nc1ccc(C(=O)N2N=C(c3ccc(F)cc3)CC2(O)C(F)(F)F)cc1 (stereo not given)	-0.1	1	0	-2	-3	1.1	-6	-1	0.99
59	Cc1csc2ncc(C(=O)N3c4ccccc4CC3C)c(=O)n12 (stereo not given)	-1.2	2	0	1	-7	0.96	4	-6	0.98
60	NC(=S)Nc1nccc(-c2cccs2)n1	1.1	12	-1	0	1	0.99	1	2	0.88
61	Cc1ccc(/C=N/n2c(C)n[nH]c2=S)o1	-0.4	7	1	4	20	0.94	6	1	0.93
62	Cc1ccc(/C=N/NC(=O)Nc2ccccc2)o1	-0.7	-6	-1	0	-8	0.98	2	-2	1.1
